# Bioassay records: PubChem, National Center for Advancing Translational Sciences (NCATS)
# ATXN2 expr inh = ATXN2 expression inhibition; HEK-293 ATXN2-luciferase reporter, luminescence, 24 h; actives 0.72% (n = 360,000); Potency, µM (doses to about 57 µM), for inactives: top-dose activity change, negative = inhibition, most hits filed as inhibitors; AID 1745845; also: potency is read from the fitted curve at half-maximal effect; % is scaled to controls: 0 for no effect and ±100 for the full control effect; nearly all actives have a fitted effect of over 55% in size
#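 ATXN2-luciferase reporter cells (luciferase flanked by upstream and downstream ATXN2 gene portions) were treated 24 h at 37 °C with compounds at up to 57 uM. SteadyGlo luminescence gave expression; GF-AFC fluorescence gave viability.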
# MCF10A rereplic = induces DNA re-replication in MCF 10a normal breast cells | AID 624296 | actives 2.9% (n = 350,000) | Potency, µM (series often up to 46.1 µM), for the others: at the highest dose activity, positive = re-replication, hits mostly activators | MCF 10A DNA re-replication, Hoechst nuclear intensity, 48 h; also: potency is read from the fitted curve at half-maximal effect; % of control where 0% means no effect; nearly all actives have a fitted effect of over 50% in size
# HT1080 IDH1KD tx = HT-1080 IDH1 knockdown cell toxicity (counter line); HT-1080 IDH1 knockdown viability, ATP luminescence, 48 h; Potency, µM (series often up to 46.1 µM), for the others: at the highest dose activity, negative = toxicity, usual class: cytotoxic; actives 2% (n = 360,000);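 also: potency is read from the fitted curve at half-maximal effect; 0% = DMSO wells and -100% = cell-free medium wells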
#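 After a 2 h attachment period, IDH1KD HT-1080 cells took pin-transferred compound for 48 h at 37 °C; ATP-based luminescence after 10 min room-temperature reagent incubation reported viability.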
# HepG2 tox = HepG2 cytotoxicity, counter-screen for TGF-b inhibitors. HepG2 CAGA-GFP viability, ATP luminescence, 18 h. Potency, µM (doses to about 46.1 µM), inactives show top-dose activity change, negative = cytotoxicity, usual class: cytotoxic. actives 0.76% (n = 410,000); also: potency is read from the fitted curve at half-maximal effect; some results filed as inactive show a strong effect at the top dose
#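 CellTiter-Glo luminescence gave cytotoxicity after 18 hours at 37 degrees C. The cells were HepG2 CAGA-GFP in 1% FBS DMEM, stimulated with 500 pg/mL TGF-beta after compound addition. %Activity was normalised to no-cell wells (complete cell-killing) and DMSO (no toxicity), and curves were fitted and classified.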
# ATXN viability = viability counter-screen for ATXN expression inhibitors. actives 0.49% (n = 400,000). S2 cells (HEK-293 line with an ATXN2-luciferase reporter) viability, CellTiter-Fluor protease fluorescence, 24 h. AID 651635. Potency, µM (titrated, usually from 56.7 µM), actives largely listed as cytotoxic; also: potency is read from the fitted curve at half-maximal effect; nearly all actives have a fitted effect of over 40% in size
# KB-3-1 tox = KB-3-1 parental cell cytotoxicity; KB-3-1 viability, CellTiter-Glo ATP luminescence, 72 h; Potency, µM (series often up to 46.1 µM), without a hit: top-dose activity change, negative = cytotoxic, most hits filed as cytotoxic; actives 1.4% (n = 400,000); also: potency is read from the fitted curve at half-maximal effect; % is scaled to controls: 0 for no effect and ±100 for the full control effect; nearly all actives have a fitted effect of over 60% in size
#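 Cytotoxicity in the drug-sensitive parental line KB-3-1 was scored as loss of CellTiter-Glo luminescence following 72 h incubation with compound. Values come from curve fitting of normalized concentration-response data.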
# IL-1B inflam inh = blocks inflammasome-driven IL-1 beta release. activity change, % at 57.5 µM. THP-1 LPS/ATP IL-1B secretion, AlphaLISA, 16 h; active compounds read low. actives 4.7% (n = 360,000). AID 743279; in the data active = activity change below about -50%; inconclusive = mostly about -30% to -49%; also: % is scaled to controls: 0 for no effect and ±100 for the full control effect
#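 THP-1 cells pretreated 1 hr with compounds (up to 57.5 uM final), then stimulated with LPS (250 ng/mL final) plus ATP (1.25 mM final); secreted IL-1B measured by AlphaLISA after 16 hr, decreased signal indicating inhibition.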
# SW480 rereplic = DNA re-replication induction in SW480 cells; SW480 DNA re-replication, Hoechst DNA content imaging, 48 h; Potency, µM (titrated, usually from 46.1 µM), for inactives: at the highest dose re-replication activation, hits mostly activators; actives 1.8% (n = 340,000); AID 624297; also: potency is read from the fitted curve at half-maximal effect; % of control where 0% means no effect; nearly all actives have a fitted effect of over 55% in size
#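 250 cells/well; 23 nL cpd via pin tool; 48 hr, 37 C, 5% CO2; Hoechst 40 min; imager read of total nuclear intensity, ex 405/em 500-530 nm.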
# HT1080NT lethal = kills 2HG-producing HT-1080-NT fibrosarcoma cells. actives 1.6% (n = 360,000). Potency, µM (doses to about 46.1 µM), without a hit: at the highest dose activity, negative = less viability, hits mostly cytotoxic. HT-1080-NT fibrosarcoma viability, CellTiter-Glo ATP luminescence, 48 h;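 also: NT is the 2HG producing partner of a matched IDH1 knockdown line; potency is read from the fitted curve at half-maximal effect; 0% = DMSO-treated cells and -100% = media-only wells without cells; nearly all actives have a fitted effect of over 55% in size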
#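 Viability by CellTiter-Glo luminescence after 48 h compound exposure at 37C of HT-1080-NT cells (750/well, RPMI, 5% FBS). % activity scaled between DMSO wells and medium-only wells, then curve-fitted and categorized by curve class.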
# An asterisk follows results filed as active; i = inactive; ? = inconclusive; · = not tested or not shown; & = joins results of further samples; [ ] = another dose, or the depositor's remark. Unless noted, calls follow the shape of the dose curve; as a rule, active = well fitted curve in the direction sought with a large enough effect; inconclusive = small, poorly fitted or top-dose-only effect, or another doubt; inactive = no such curve, though single readings can be large; an effect the other way counts as inactive or inconclusive.
SMILES,ATXN2 expr inh,MCF10A rereplic,HT1080 IDH1KD tx,HepG2 tox,ATXN viability,KB-3-1 tox,IL-1B inflam inh,SW480 rereplic,HT1080NT lethal
CCOC(=O)[C@]12CCC=C1N(Cc1ccco1)C(=O)[C@H](CC(=O)NCC1CCCCC1)C2,13.8%,·,4.9%,·,i,18.7%,-1.1,·,0.2%
O=C(NCC1CCCO1)C1CCN(S(=O)(=O)c2ccc(Br)cc2)CC1 (stereo unspecified),0.4%,-6.5%,-6.5%,-0.5%,i,-1.0%,-5.4,3.1%,2.1%
Cc1cccc(NC(=S)NC2CC3CCCC(C2)N3Cc2ccccc2)c1C (stereo unspecified),·,?,-3.0%,-21.7%,i,-2.9%,-27.8,?,6.8%
COC(=O)c1sc(N2C(=O)C(O)=C(C(=O)c3ccc(C)o3)C2c2ccc(F)cc2)nc1C (stereo unspecified),0.2%,0.0%,1.6%,2.4%,i,-9.8%,23.8,2.9%,18.5%
CC(=O)c1cccc(NS(=O)(=O)N2CCCCC2)c1,4.0%,7.4%,7.7%,3.7%,i,-10.3%,0.0,-2.4%,2.1%
COC(=O)CNC(=O)COC(=O)c1cc(SC)ccc1Cl,·,0.9%,5.6%,14.1%,i,-24.3%,-4.7,5.3%,0.3%
O=C(CCn1c(=S)oc2ccccc21)Nc1cccc(O)c1,·,3.9%,11.0%,4.3%,i,12.9%,0.0,-1.5%,14.5%
CCn1c(C)cc(/C=C2\NC(=O)N(Cc3ccc(Cl)cc3)C2=O)c1C,-19.2%,?,?,-9.2%,i,-14.6%,-15.2,14.1µM*,0.6%
O=C(NC1CCN(C(=S)Nc2ccc(Cl)cc2)CC1)c1ccco1,-7.6%,-2.0%,-9.5%,-20.0%,i,-1.8%,10.9,-12.1%,-9.1%
COC(=O)C1C2C=CC3(CN(C4CCCC4)C(=O)C13)O2 (stereo unspecified),6.0%,-0.3%,6.4%,8.9%,i,3.8%,-14.8,-2.6%,-0.9%
COc1ccc2c(CN3CCN(Cc4ccccc4)CC3)cc(=O)oc2c1,·,·,-15.7%,-28.5%,i,-17.4%,-5.3,·,2.1%
CC(=O)Nc1ccc(NC(=O)C(C)OC(=O)C2CCN(S(=O)(=O)c3cccs3)CC2)cc1 (stereo unspecified),3.0%,-4.5%,16.3%,1.8%,i,3.7%,19.0,-5.7%,11.3%
O=C(COc1ccccc1Cl)Nc1ccc(S(=O)(=O)N2CCOCC2)cc1,-2.4%,-0.9%,3.9%,-22.8%,i,10.1%,-20.3,2.4%,-0.8%
COc1ccc(C[C@@H]2CN3C(=NC[C@@H]3Cc3ccc(O)cc3)N2C[C@H](C)NC(=O)CCC2CCCCC2)cc1,-36.1%,-19.0%,-6.6%,-21.7%,?,-6.7%,?,?,-9.9%
CNC(C)C(=O)NC(C(=O)NC(C(=O)Nc1cccc2ccccc12)C(C)C)C(C)C (stereo unspecified),-1.6%,·,?,-19.2%,i,-10.1%,26.2,·,-26.1%
CC1=C(C(=O)Nc2ccc(C(=O)N3CCN(c4cccc(Cl)c4)CC3)cc2)SCCO1,-17.6%,15.6%,-0.9%,-18.8%,i,-0.2%,?,5.0%,-0.6%
CCOC(=O)c1noc2nc(C)n(CC(=O)NC(C)CC)c(=O)c12 (stereo unspecified),-10.5%,·,·,1.9%,i,?,·,·,·
O=C(CNC(=O)C(c1ccccc1)c1ccccc1)N/N=C/c1cccnc1,-10.8%,-14.8%,14.6%,23.7%,i,2.1%,·,2.6%,6.6%
CCOc1ccccc1C1C(C(N)=O)=C(C)Nc2nc(-c3ccccc3Cl)nn21 (stereo unspecified),2.4%&-11.5%,5.1%,0.9%,-8.5%&-1.2%,i,10.5%&0.9%,18.6,-3.6%,1.4%
Cc1cc(C)c(NS(=O)(=O)c2ccc3c(c2)NC(=O)CC(=O)N3)c(C)c1,-4.7%,-2.8%,15.4%,15.7%,i,7.2%,16.4,-2.6%,3.7%
CC1CCN(c2nc3ccccn3c(=O)c2C=O)CC1,0.3%,0.8%,-6.2%,3.3%,i,6.4%,33.5,-23.1%,3.8%
CC(C)NC(=O)Nc1ccc2c(c1)C(=O)N([C@@H](C)CO)C[C@@H](C)[C@H](CN(C)Cc1ccccc1)OCCCC[C@H](C)O2,2.9%,·,-4.8%,48.3%,?,-2.6%,-11.9,·,-7.3%
Cc1nc(NS(=O)(=O)c2ccc(Br)cc2)c2c3c(sc2n1)CCC3,-6.3%,?,1.9%,-8.3%,i,3.5%,44.6,-2.4%,0.8%
Cc1nn(CCc2nn[nH]n2)c2nc(-c3ccc(Br)cc3)cc(C(F)(F)F)c12,-9.4%,14.4%,?,-2.2%,i,-1.1%,26.8,-5.9%,?

# Of the compounds above, three have bromine:
SMILES,ATXN2 expr inh,MCF10A rereplic,HT1080 IDH1KD tx,HepG2 tox,ATXN viability,KB-3-1 tox,IL-1B inflam inh,SW480 rereplic,HT1080NT lethal
O=C(NCC1CCCO1)C1CCN(S(=O)(=O)c2ccc(Br)cc2)CC1 (stereo unspecified),0.4%,-6.5%,-6.5%,-0.5%,i,-1.0%,-5.4,3.1%,2.1%
Cc1nc(NS(=O)(=O)c2ccc(Br)cc2)c2c3c(sc2n1)CCC3,-6.3%,?,1.9%,-8.3%,i,3.5%,44.6,-2.4%,0.8%
Cc1nn(CCc2nn[nH]n2)c2nc(-c3ccc(Br)cc3)cc(C(F)(F)F)c12,-9.4%,14.4%,?,-2.2%,i,-1.1%,26.8,-5.9%,?

# Further compounds follow.
SMILES,ATXN2 expr inh,MCF10A rereplic,HT1080 IDH1KD tx,HepG2 tox,ATXN viability,KB-3-1 tox,IL-1B inflam inh,SW480 rereplic,HT1080NT lethal
Cc1ccccc1NC(=O)Cc1c(O)c2ccccc2[nH]c1=O,11.0%,-4.9%,-2.0%,-26.3%,i,?,9.2,11.6%,-0.6%
CCC(CO)NC(=O)c1ccc(-c2nn(C)c(=O)c3ccccc23)cc1 (stereo unspecified),·,-2.4%,1.2%,-16.6%,·,3.7%,0.0,-28.2%,0.6%
COc1ccc(CCNC(=O)Cn2nc(C)n3c(cc4occc43)c2=O)cc1OC,12.0%,·,·,0.0%,i,3.0%,·,·,·
Cc1cccc(NC(=O)c2nc[nH]c2C(=O)NC[C@@H](C)O)c1,-10.0%,·,-12.2%,-1.1%,?,10.6%,-5.4,·,1.0%
O=C1NC(=O)/C(=C/c2ccc(O)cc2)S1,15.9%,11.4%,3.8%,9.1%,?,-0.8%,-6.1,-2.5%,-2.2%
COc1ccc(-n2nc(C(=O)NCC(=O)N3CCC(C(N)=O)CC3)c3ccccc3c2=O)cc1,19.1%,-4.1%,-1.0%,-8.2%,i,4.6%,13.0,2.7%,-10.9%
COc1ccc(S(=O)(=O)N2CCCC(C(=O)N3CCN(Cc4ccccc4)CC3)C2)cc1Cl (stereo unspecified),·,·,-18.9%,-25.2%,i,-22.2%,?,·,-16.2%
Cc1cc(-n2c(C)cc(C(=O)CSc3nncn3C(C)C)c2C)no1,5.2%,2.6%,-3.3%,-7.2%,i,0.0%,0.6,1.6%,12.4%
Cc1cccc(N(C)S(=O)(=O)c2cc3c(cc2C)n(C)c(=O)c(=O)n3C)c1,0.7%,0.4%,-3.0%,-13.1%,i,1.9%,15.3,-4.8%,-1.2%
COc1cc(OC)c(C(=O)NNC(=O)CN(C)S(=O)(=O)c2ccc(Cl)cc2)cc1OC,-6.8%,-0.4%,0.0%,-20.4%,i,-6.1%,9.3,-9.5%,8.4%
NC(=O)CSc1nc2ccccc2n1Cc1ccccc1F,-0.2%,0.8%,-15.2%,-1.1%,i,6.5%,-5.1,-6.5%,-7.4%
CCC(=O)N1CC2(CC(c3cccc(NC(=O)CC(c4ccccc4)c4ccccc4)c3)=NO2)C[C@H]1C(N)=O (stereo partly specified),-24.7%,8.2%,-5.4%,0.1%,i,1.7%,-7.4,4.9%,5.9%
Cc1ccccc1NC(=O)c1ccc(CN2CC(=O)N3CCCCC3C2=O)cc1 (stereo unspecified),-22.8%,-0.9%,0.9%,0.6%,?,23.5%,4.2,-12.5%,-0.9%
CCN(CC)c1ccc(NS(=O)(=O)c2cn(C)c(=O)n(C)c2=O)c(C)c1,-12.8%,-2.5%,-0.8%,3.5%,?,?,21.1,2.5%,-1.9%
CCOc1ccc(CCNC(=O)c2cccs2)cc1OCC,-9.5%,0.8%,-6.2%,0.2%,i,-0.7%,-0.1,0.8%,4.6%
COc1ccc(NC(=O)c2ccccc2NC(=O)c2ccco2)cc1,-9.0%,-15.4%,-17.1%,-14.2%,i,-20.0%,6.5,17.8%,-7.1%
CCO/C(C)=N/n1c2nc3ccccc3nc2c2c(=O)n(CC(C)C)c(C)nc21,-2.6%,-8.1%,5.9%,-5.3%,i,18.8%,?,1.7%,1.8%
COc1ccc(C(=O)Nc2cccnc2)cc1C(=O)Nc1cccnc1,-4.1%,?,-4.1%,-1.9%,i,0.0%,11.5,3.5%,-4.6%
O=C(CCc1nc(-c2ccccc2)no1)NCc1ccccc1CN1CCOCC1,-2.0%,21.7%,4.3%,-0.6%,i,0.0%,37.5,?,0.3%
Cc1ccc(NC(=O)CNc2ccc(OC(C)C)cc2)c(C)c1,2.3%,4.7%,3.2%,-39.3%,i,-4.9%,-22.7,?,-0.1%
CCN(CC1COc2ccccc2O1)C(=S)Nc1ccc(F)cc1 (stereo unspecified),·,12.1%,-16.9%,-23.1%,?,-3.1%,-24.2,?,-15.3%
COc1cccc(C(=O)N(Cc2nc(-c3ccc(C)cc3)no2)C(C)C)c1,-8.2%,4.6%,-21.9%,-16.4%,i,-18.9%,-1.0,14.4%,-1.3%[9.24 µM]
CN(C)CCN(C(=O)c1ccc(C(=O)c2ccccc2)cc1)c1nc2cc3c(cc2s1)OCO3,-2.0%,1.1%,-5.9%,-25.6%,i,-7.2%,56.6,-1.8%,-7.2%
